Screening results (PubChem BioAssay)
POLH inh = qHTS for Inhibitors of Polymerase Eta; DNA polymerase eta (Homo sapiens), Q9Y253; recombinant Pol eta, fluorescent DNA replication assay; Potency, µM (top dose mostly 114 µM), for the others: at the top dose activity change, negative = inhibition, usual class: inhibitors; hit rate 1.2% among 390,000; AID 588591, 2011; further: potency means the concentration at half of the fitted maximal effect; on the % scale 0 is the no-effect control and ±100 the full control effect
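Fluorescent replication assay: 50 nM final substrate added after a 15 min room-temperature compound preincubation with 10 nM enzyme. Signal taken at 0 min and again at 10 min.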
PGK inhibitor = qHTS Assay to Find Inhibitors of Phosphoglycerate Kinase; AID 602233, 2012; Phosphoglycerate kinase, glycosomal (Trypanosoma brucei brucei), P07378; Potency, µM (titrated, usually from 57.5 µM), inactives show at the highest dose activity change, negative = inhibition, hits mostly inhibitors; hit rate 0.043% among 380,000; PGK/GAPDH coupled, Kinase-Glo luminescence, 60 min; further: potency means the concentration at half of the fitted maximal effect; on the % scale 0 is the no-effect control and ±100 the full control effect; nearly all actives have a fitted effect of over 60% in size
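Luminescent ATP detection (Kinase-Glo Plus) follows a 60-minute room-temperature incubation, with wells lacking PGK as controls. Buffer: 100 mM TEA (pH 7.6), 5 mM MgCl2, 0.01% Tween-20. Coupling enzyme GAPDH (100 nM final) supplies unstable 1,3-BPG in-well.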
HP1b chromo inh = HTS for Inhibitors of HP1-beta Chromodomain Interactions with Methylated Histone Tails. hit rate 0.56% among 390,000. Potency, µM (series often up to 114 µM), for the others: top-dose activity change, negative = inhibition, usual class: inhibitors. AlphaScreen HP1-beta / biotin-H3K9me3 peptide binding. Chromobox protein homolog 1 (Homo sapiens), P83916. AID 540317, 2011; further: potency means the concentration at half of the fitted maximal effect; nearly all actives have a fitted effect of over 70% in size; inactives centre near 23
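HP1-beta protein (50 nM final) preincubated 30 min at room temperature with biotinylated H3(1-18)K9me3 peptide (50 nM) in PBS pH 7.4, 0.01% Tween-20, then compound added for 30 min. AlphaScreen streptavidin donor/nickel chelate acceptor beads (10 ug/mL final), 30 min dark, luminescence read.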
GLS inh = qHTS for Inhibitors of Glutaminase (GLS) | Potency, µM (series often up to 45.5 µM), for the others: top-dose activity change, negative = inhibition, most hits filed as inhibitors | Glutaminase kidney isoform, mitochondrial (Homo sapiens), O94925 | AID 624170, 2012 | GLS enzymatic activity, qHTS titration | hit rate 0.21% among 410,000; further: potency means the concentration at half of the fitted maximal effect; on the % scale 0 is the no-effect control and ±100 the full control effect
Target sequence (O94925 whole entry, looked up, canonical isoform): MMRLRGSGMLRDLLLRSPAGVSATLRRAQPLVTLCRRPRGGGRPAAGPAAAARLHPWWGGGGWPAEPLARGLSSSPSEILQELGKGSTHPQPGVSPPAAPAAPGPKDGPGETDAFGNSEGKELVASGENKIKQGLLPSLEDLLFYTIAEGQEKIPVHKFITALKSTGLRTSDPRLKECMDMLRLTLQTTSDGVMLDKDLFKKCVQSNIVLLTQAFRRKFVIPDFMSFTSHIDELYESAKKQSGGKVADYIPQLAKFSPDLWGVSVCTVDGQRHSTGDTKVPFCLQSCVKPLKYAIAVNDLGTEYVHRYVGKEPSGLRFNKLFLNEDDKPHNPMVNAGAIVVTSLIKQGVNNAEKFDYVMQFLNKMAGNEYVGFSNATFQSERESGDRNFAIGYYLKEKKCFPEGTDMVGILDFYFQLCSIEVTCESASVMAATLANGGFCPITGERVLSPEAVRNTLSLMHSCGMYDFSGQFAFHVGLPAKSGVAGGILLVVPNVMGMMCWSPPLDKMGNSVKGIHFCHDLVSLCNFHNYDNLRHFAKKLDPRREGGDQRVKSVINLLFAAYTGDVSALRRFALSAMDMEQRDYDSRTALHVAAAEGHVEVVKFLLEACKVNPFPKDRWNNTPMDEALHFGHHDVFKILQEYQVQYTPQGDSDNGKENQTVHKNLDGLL
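Assay buffer: 45 mM KH2PO4 pH 8.2, 0.02% Tween-20. hKGA acts on L-glutamine (1 mM solution added); product glutamate is reported by an oxidase/peroxidase Amplex Red coupling, with fluorescence taken at baseline and 30 min.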
PI4K2A block = qHTS for small molecular inhibitors of PI4K2A; activity change, negative = inhibition, % at 76.9 µM; AID 1346378, 2018; hit rate 0.13% among 420,000; Phosphatidylinositol 4-kinase type 2-alpha (Homo sapiens), Q9BTU6; purified PI4K2A, ADP-Glo luminescence, 1 h; stronger effect = lower value; in the data active means activity change below about -50%; inconclusive means mostly about -30% to -49%;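 further: -100% = wells without enzyme as full effect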
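In this quantitative HTS, ADP production by PI4K2A was quantified luminescently after 1 h at ambient temperature; 100 microM adenosine served as plate-quality control.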
Pin1 inhibitor = qHTS Assay to Find Inhibitors of Pin1 | Potency, µM (top dose mostly 115 µM), inactives show at the highest dose activity, negative = inhibition, usual class: inhibitors | hit rate 0.009% among 390,000 | Pin1 FP peptide displacement, HiFluor488, 10 min; active means well fitted inhibition curve with a large enough effect in the polarisation, with a control signal flat, not every such curve was filed as active; inconclusive means small, poorly fitted or top-dose-only effect, or effect the other way, or a change in a side signal; inactive means no such curve, though single readings can be large or run the other way; the % refers to the polarisation; further: potency means the concentration at half of the fitted maximal effect; on the % scale 0 is the no-effect control and ±100 the full control effect
Target sequence (Q13526 whole entry, looked up): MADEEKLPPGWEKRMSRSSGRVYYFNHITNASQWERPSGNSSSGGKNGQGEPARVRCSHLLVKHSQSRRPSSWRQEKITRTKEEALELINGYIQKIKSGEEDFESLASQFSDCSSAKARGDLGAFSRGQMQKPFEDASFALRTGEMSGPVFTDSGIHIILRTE
BAZ2B inh = qHTS Assay for Inhibitors of BAZ2B. hit rate 4.4% among 360,000. Bromodomain adjacent to zinc finger domain protein 2B (Homo sapiens), Q9UIF8. AlphaScreen BAZ2B-H3K14Ac peptide displacement. Potency, µM (series often up to 114 µM), inactives show top-dose activity change, negative = inhibition, most hits filed as inhibitors; further: potency means the concentration at half of the fitted maximal effect; on the % scale 0 is the no-effect control and ±100 the full control effect; nearly all actives have a fitted effect of over 60% in size
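AlphaScreen displacement: compounds (up to 110uM) incubated 30 min at room temperature with a preformed 50 nM BAZ2B/50 nM biotinylated H3K14Ac peptide complex in PBS pH 7.4 with Tween-20. Donor and acceptor beads at 10 ug/mL final added, 20 min light-protected before reading.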
JMJD2A Tudor = qHTS Assay for Inhibitors of JMJD2A-Tudor Domain | Potency, µM (series often up to 114 µM), inactives show at the top dose activity change, negative = inhibition, hits mostly inhibitors | AID 504339, 2011 | Lysine-specific demethylase 4A (Homo sapiens), O75164 | AlphaScreen JMJD2A-Tudor / H3K4me3 peptide binding | hit rate 4.4% among 390,000; further: potency means the concentration at half of the fitted maximal effect; on the % scale 0 is the no-effect control and ±100 the full control effect; nearly all actives have a fitted effect of over 50% in size
G9a block = qHTS Assay for Inhibitors of Histone Lysine Methyltransferase G9a. Histone-lysine N-methyltransferase EHMT2 (Homo sapiens), Q96KQ7. G9a H3K9 monomethylation, AlphaScreen, 2 h. Potency, µM (highest dose often 102 µM), for inactives: top-dose activity, negative = inhibition, hits mostly inhibitors. hit rate 8.8% among 350,000. AID 504332, 2011; further: potency means the concentration at half of the fitted maximal effect; on the % scale 0 is the no-effect control and ±100 the full control effect; nearly all actives have a fitted effect of over 75% in size
Target sequence (Q96KQ7 913-1193 limits assumed): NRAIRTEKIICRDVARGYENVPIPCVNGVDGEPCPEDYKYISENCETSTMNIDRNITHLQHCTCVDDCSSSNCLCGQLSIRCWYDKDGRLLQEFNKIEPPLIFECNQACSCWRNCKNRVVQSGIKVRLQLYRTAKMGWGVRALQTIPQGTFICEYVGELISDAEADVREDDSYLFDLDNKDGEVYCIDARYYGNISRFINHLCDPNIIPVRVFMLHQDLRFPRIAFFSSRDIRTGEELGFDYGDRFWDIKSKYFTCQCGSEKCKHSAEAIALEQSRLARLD
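Methyltransferase reactions run at room temperature for 2 h (20 nM enzyme, 500 nM biotin-H3K9 peptide, 20 uM SAM) after a 15 min compound preincubation; product detected by AlphaScreen beads and anti-H3K9me1 antibody.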
* marks the source's active call; other numbers are inactive results; i = inactive; ? = inconclusive; nt = not tested or not shown; [ ] = dose if it differs, or a comment. Unless noted, the call rests on the fitted dose curve; in most records, active means well fitted curve in the direction sought with a large enough effect; inconclusive means small, poorly fitted or top-dose-only effect, or another doubt; inactive means no such curve, though single readings can be large; an effect the other way counts as inactive or inconclusive. Only part of the results is shown; rates above refer to the full screens.

#	POLH inh	PGK inhibitor	HP1b chromo inh	GLS inh	PI4K2A block	Pin1 inhibitor	BAZ2B inh	JMJD2A Tudor	G9a block	molecule
1	-20%	1%	7%	0%	-3	-1%	?	10µM*	-114%	CCn1c(-c2ccncc2)n[nH]c1=S
2	-8%	1%	8%	-3%	4	3%	-3%	0%	18%	CCc1ccc2[nH]c3nc(SCC(=O)NCC4CCCO4)nnc3c2c1 (centres undefined)
3	-18%	4%	29%	11%	0	1%	8%[57.1 µM]	-1%	-26%[59 µM]	CCCCN(CC)CCNC(=O)C1CCCN(c2ncnc3onc(C)c23)C1 (centres undefined)
4	2%	5%	36%	0%	0	1%	2%	-7%	-5%[59 µM]	O=S(=O)(NCc1ccncc1)c1ccc(S(=O)(=O)NCC2CCCO2)cc1 (centres undefined)
5	11%	-5%	29%	10%	0	1%	-13%	-13%	-39%	O=C1CC(c2ccccc2)CC2=C1C=Nc1ccccc1N2 (centres undefined)
6	-22%	-1%	53%[activator]	2%	-1	1%	-19%	5%	18%	Cc1nnc(NC(=O)C(C)Sc2nnc(CCNC(=O)c3ccccc3F)n2C)s1 (centres undefined)
7	-1%	i	73%[activator]	5%	0	43%[activator]	26%	39%[activator]	18%[2.33 µM]	Cc1c(C(=O)N2CCc3ccccc3C2)oc2ccc(Br)cc12
8	?	-7%	34%	-15%	-5	?	-29%	-3%	37%[12.7 µM]	COc1ccc(CCNC(=O)c2ccc3c(=O)n(Cc4ccco4)c(=S)[nH]c3c2)cc1OC
9	-10%	-1%	8%	3%	-1	26%	71µM*	?	-24%[59 µM]	Cc1cc(NC(=O)c2cccn2-c2nnc(N3CCCCC3)s2)ccc1Br
10	-21%	-6%	11%	-1%	-1	14%	nt	-11%	nt	CC(=O)c1cc(F)ccc1OCC(=O)Nc1ccc2c(c1)OCO2
11	-10%	-2%	18%	-6%	0	1%	?	-28%	?	CCC(CO)Nc1ccc(-c2nn(C)c(=O)c3ccccc23)cc1[N+](=O)[O-] (centres undefined)
12	-10%	10%	8%	5%	4	-3%	-29%	-13%	-23%[59 µM]	Cc1ccc(C(=O)COC(=O)CNC(=O)CNC(=O)c2ccc(C)cc2)cc1
13	-5%	-7%	16%	1%	-15	5%	4%	-18%	-28%[2.33 µM]	N=C1C(c2nc3ccccc3s2)=C(O)CN1Cc1ccco1
14	-10%	-1%	30%	3%	-7	-8%	-1%	-25%	?	CCOC(=O)N1CCN(C(=O)c2ccc(-n3c(=S)[nH]c4ccccc4c3=O)cc2)CC1
15	-3%	-9%	nt	-2%	3	nt	nt	nt	nt	Cc1ccc(CNS(=O)(=O)c2ccc(-n3cccn3)cc2)cc1
16	-12%	-2%	22%	-1%	-3	-10%	8%	-11%	0%[59 µM]	CCCN(CC(=O)Nc1ccccc1OC)C(=O)c1ccc(S(=O)(=O)Nc2ccccc2)cc1
17	-16%	-7%	9%	-4%	-2	4%	-34%	-28%	-8%	CCc1ccc(NC(=O)c2cc(S(=O)(=O)N3CCCC3)c[nH]2)cc1
18	9%	-1%	5%	15%	-3	5%	0%	-20%	?	COc1ccc(NC(=S)NNC(=O)c2ccccc2OC(F)F)cc1
19	0%	-1%	-3%	2%	0	2%	-25%	-4%	8%	Cc1cc(C)nc(SCC(=O)Nc2ccccc2[N+](=O)[O-])n1
20	-20%	4%	13%	12%	-1	23%	-25%	-22%	-6%	CCc1cccc(OCC(=O)Nc2cc(S(=O)(=O)N3CCOCC3)ccc2N2CCCC2)c1

Next part (4 carried over from the part before).
#	POLH inh	PGK inhibitor	HP1b chromo inh	GLS inh	PI4K2A block	Pin1 inhibitor	BAZ2B inh	JMJD2A Tudor	G9a block	molecule
17	-16%	-7%	9%	-4%	-2	4%	-34%	-28%	-8%	CCc1ccc(NC(=O)c2cc(S(=O)(=O)N3CCCC3)c[nH]2)cc1
18	9%	-1%	5%	15%	-3	5%	0%	-20%	?	COc1ccc(NC(=S)NNC(=O)c2ccccc2OC(F)F)cc1
19	0%	-1%	-3%	2%	0	2%	-25%	-4%	8%	Cc1cc(C)nc(SCC(=O)Nc2ccccc2[N+](=O)[O-])n1
20	-20%	4%	13%	12%	-1	23%	-25%	-22%	-6%	CCc1cccc(OCC(=O)Nc2cc(S(=O)(=O)N3CCOCC3)ccc2N2CCCC2)c1
21	5%	-3%	44%[activator]	-2%	5	0%	1%	13%	?	N#C/C(=C/c1cccs1)c1ccccn1
22	-1%	-8%	46%	0%	-2	1%	-3%	-16%	-1%	CCN1C(Nc2ccccc2)=NC[C@@H]1CC(C)C
23	-17%	3%	41%[activator]	-3%	3	-1%	0%	4%	7%	O=C(COC(=O)c1ccc(O)cc1)Nc1cc(C(F)(F)F)ccc1Cl
24	0%	-3%	34%	-14%	5	4%	-2%	-3%	12%	CCOc1ccc(CCNS(=O)(=O)c2ccc3c(c2)NC(=O)CC(=O)N3)cc1OCC
25	-4%	-6%	26%	1%	-2	-1%	-1%	-5%	?	CC1CCCCC12NC(=O)N(CC(=O)N1CCN(c3ncccn3)CC1)C2=O (centres undefined)
26	-23%	3%	23%	-1%	-1	1%	-14%	-14%	21%	COc1cc(OC)cc(C(=O)NCC2CCCN(C(=O)c3oc(C)cc3C)C2)c1 (centres undefined)
27	5%	-5%	9%	-10%	-2	-3%	-31%	-19%	-51%[59 µM]	Cc1ccc2[nH]c(=O)c(CN(Cc3ccco3)C(=O)c3ccncc3)cc2c1
28	-6%	0%	?	-3%	-2	?	-27%	?	10µM*	Cc1sc2c(c1C)C(=O)NC(c1ccccc1F)N2 (centres undefined)
29	-8%	i	25%	-2%	-2	1%	4%	-9%	27%	CCN(C(=O)CSc1nnc(-c2ccccc2)n1C)C1CCS(=O)(=O)C1 (centres undefined)
30	-7%	4%	14%	33%[activator]	0	1%	-35%	16µM*	16%[12.7 µM]	CNC(=O)NC(=S)NC(=O)c1ccc(OC)cc1
31	-4%	i	18%	-14%	-1	2%	-8%	-20%[57.1 µM]	22%	Nc1cc(=O)[nH]c(N2CCN(c3ccccc3)CC2)n1
32	-22%	-7%	15%	?	-3	-4%	-14%	25µM*	9%[59 µM]	CCOc1ccc(NC(=O)CCNS(=O)(=O)c2ccc3c(c2)CC(C)N3C(C)=O)cc1 (centres undefined)
33	45µM*	-6%	?	?	-5	?	?	-24%	45µM*	COc1ccc2ccccc2c1/C=N/Nc1ccc(Cl)c(C(=O)O)c1
34	-4%	2%	64%[activator]	5%	-14	4%	-2%	-2%	-8%[59 µM]	O=C(COC(=O)COc1ccc(Cl)cc1Br)NC1CCCCCC1
35	-12%	-3%	3%	-2%	1	7%	?	-34%	50µM*	CN(C)c1nc(NCc2ccccc2)nc(N/N=C/c2ccc3c(c2)OCO3)n1
36	-8%	-3%	41%[activator]	4%	2	3%	-3%	-6%	9%[59 µM]	Cc1ccc(NC(=O)C2CCCN(S(=O)(=O)c3cccc4cccnc34)C2)c(C)c1 (centres undefined)
37	-10%	1%	17%	-3%	2	7%	-3%	-13%	-3%[12.7 µM]	CCN(C(=O)COc1ccc(F)cc1Br)c1c(N)n(Cc2ccccc2)c(=O)[nH]c1=O
38	4%	0%	13%	2%	-2	5%	-2%	-23%	?	COc1ccc(OC)c(NS(=O)(=O)c2cccs2)c1
39	-14%	-3%	30%	0%	-2	-2%	-3%	-10%	-33%	COCCN(C(=S)Nc1cccc(C)c1)C(C)c1cccnc1 (centres undefined)
40	-4%	-10%	11%	9%	-5	0%	?	-16%	-50%	Cc1nn(CCC#N)c(NC(=O)c2ccccc2)c1P(=O)(Nc1ccc(Br)cc1)N1CCOCC1 (centres undefined)
41	-4%	-4%	34%	-2%	2	-5%	0%	13%	-10%	Cc1cc(C)cc(OC(=O)c2cccnc2)c1
42	-5%	-9%	5%	3%	0	-13%	-1%	-4%	-31%[59 µM]	O=C1CC(N2CCN(Cc3ccc4c(c3)OCO4)CC2)C(=O)N1c1ccccc1 (centres undefined)
43	-16%	1%	29%	-3%	3	-1%	7%	7%	-46%[12.7 µM]	Cc1c(Br)cc(C(=O)N2CCN(CCO)CC2)c(C)c1C
44	-11%	-9%	26%	1%	0	1%	-13%	-14%	17%[12.7 µM]	Cc1cc(C)nc(NC(=O)c2cccs2)n1
45	0%	i	26%	-1%	-10	1%	1%	-1%	-3%[59 µM]	CCOc1ccc(NC(=O)CSc2nc3cccnc3n2CC)cc1
46	-9%	-2%	-5%	96%[activator]	4	1%	-34%	-26%	22µM*	COc1cc(/C=N/N2CCCCC2)cc(OC)c1O
47	-22%	-8%	27%	-5%	-2	6%	-14%	-19%	7%	Cn1nccc1C(=O)N/N=C/c1ccccc1[N+](=O)[O-]
48	-20%	-7%	-4%	18%	0	0%	?	?	?	CCN(CC)c1ccc(C2C3CCCCC3(O)CCN2CC(=O)Nc2ccccc2)cc1 (centres undefined)
49	-6%	-1%	36%	0%	3	-10%	-22%	-22%	13%[12.7 µM]	CCC(NC(=O)c1cc(COc2ccc(F)c(F)c2)on1)c1ccncc1 (centres undefined)
50	4%	-5%	45%[activator]	4%	7	?	4%	8%	17%[2.33 µM]	CCCn1nc(NC(=O)c2ccco2)c2cc3ccc(C)cc3nc21
